Screening data from PubChem.
GAA850 FXN act: frataxin GAA850 promoter activation. HEK293 lucGAA850 FXN promoter luciferase reporter, 24 h; percent of 10 µM SAHA response. activation, % at 6 µM. 0.56% of 360,000 active. AID 540364;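 active = activation above the average of all compounds screened plus 3 SD, cutoff fixed separately per campaign, cut at about 7.5% in these data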;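 note: 0% = DMSO wells and 100% = 10 µM SAHA wells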
DAX1 inh-1: blocks DAX1 repression of SF-1 activated StAR promoter; HEK293T StAR-luciferase reporter, SF-1/DAX-1 repression relief; inhibition, % at 6.8 µM; 1.1% of 370,000 active; AID 652010;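 active = inhibition above the mean over all tested compounds plus 3 SD, cut at about 3.6% in these data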;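 note: 0% = DAX-1 cells with DMSO and 100% = cells lacking DAX-1 with DMSO; higher inhibition means more luminescence from relief of DAX-1 repression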
ADAM10 inh: inhibits human ADAM10 | O14672 | recombinant ADAM10, EDANS/DABCYL FRET peptide cleavage, 3 h | inhibition, % at 7 µM | 0.62% of 370,000 active;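 active = inhibition above a per-campaign cutoff equal to the mean of compounds falling between control-based bounds plus 3 SD, cut at about 20% in these data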;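 note: 0% = DMSO wells while the 100% control is not disclosed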
PLCb3 inh: PLC-beta3 (human) inhibition, primary screen; Q01970; Purified PLC-beta3, fluorogenic substrate, fluorescence; inhibition, % at 12.2 µM; 0.18% of 370,000 active; AID 720704; in the data active = inhibition above about 11%;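 note: 0% = median of compound wells on plate and 100% = full blocker control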
PLCg1 inh: blocks human PLC-gamma1 enzyme activity; P19174; purified PLC-gamma1, fluorogenic substrate, fluorescence; inhibition, % at 12.2 µM; 0.84% of 370,000 active; in the data active = inhibition above about 9.5%
HGIII-sPLA2 inh: Blocks human group III sPLA2 activity; Q9NZ20; QFRET BODIPY PC-A2 liposome hydrolysis, fluorescence; inhibition, % at 12.2 µM; 0.56% of 370,000 active; AID 743126;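 active = inhibition above mean plus 3 SD of compounds lying within the high and low control bounds, cut at about 19% in these data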;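 note: 0% = median of test compound wells and 100% = no enzyme DMSO wells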
hgDAF-12 ag: agonists of H. glycines DAF-12 nuclear receptor. HEK293 GAL4-hgDAF12 UAS-luciferase reporter, agonist luminescence; normalized to butyrate control. activation, % at 6.8 µM. 1.8% of 370,000 active. AID 687014;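 active = activation above a cutoff set at the mean of all screened compounds plus 3 SD, cut at about 10% in these data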;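 note: 0% = DMSO wells and 100% = sodium butyrate wells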
ssDAF12 agonist: activators of S. stercoralis DAF-12 nuclear receptor. HEK293 ssDAF-12/GRIP1 lit1-tk-luc reporter, luminescence; % of 3 µM dafachronic acid response. activation, % at 6.8 µM. 1% of 370,000 active. AID 652126;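 active = activation above the mean over all tested compounds plus 3 SD, cut at about 0.9% in these data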;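 note: 0% = DMSO-only wells and 100% = 3 µM delta7-dafachronic acid wells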
ADAM17 inh: inhibitors of human ADAM17. P78536. recombinant ADAM17, EDANS/DABCYL FRET peptide cleavage. inhibition, % at 6.95 µM. 0.83% of 370,000 active;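 active = inhibition above the mean of compounds lying between control limits plus 3 SD, set per campaign, cut at about 8.5% in these data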;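 note: 0% = DMSO-only wells as the low control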
Target sequence (P78536 215-824 limits assumed): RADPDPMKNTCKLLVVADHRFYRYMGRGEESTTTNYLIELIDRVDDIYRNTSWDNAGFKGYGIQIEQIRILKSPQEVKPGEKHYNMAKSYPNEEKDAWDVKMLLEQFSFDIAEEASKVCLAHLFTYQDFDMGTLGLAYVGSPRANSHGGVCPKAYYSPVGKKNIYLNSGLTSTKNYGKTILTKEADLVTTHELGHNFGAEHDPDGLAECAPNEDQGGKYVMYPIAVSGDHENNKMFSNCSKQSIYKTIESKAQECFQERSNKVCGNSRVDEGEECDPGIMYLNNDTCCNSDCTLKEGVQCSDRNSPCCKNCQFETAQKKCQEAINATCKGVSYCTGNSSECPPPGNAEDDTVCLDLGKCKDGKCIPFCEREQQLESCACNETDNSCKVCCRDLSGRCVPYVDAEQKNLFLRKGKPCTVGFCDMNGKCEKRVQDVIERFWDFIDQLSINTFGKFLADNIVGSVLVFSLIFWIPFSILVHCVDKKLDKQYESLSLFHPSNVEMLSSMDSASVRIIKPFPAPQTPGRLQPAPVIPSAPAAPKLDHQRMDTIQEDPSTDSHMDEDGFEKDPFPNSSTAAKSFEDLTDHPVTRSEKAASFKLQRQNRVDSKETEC
DAX1 inh-2: inhibitors of human orphan nuclear receptor DAX1 (NR0B1); AID 504766; P51843; HEK293 Gal4-DAX1 luciferase reporter, luminescence; 0.99% of 340,000 active; inhibition, % at 6.75 µM;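 active = inhibition above the mean over all tested compounds plus 3 SD, cut at about 4.2% in these data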;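 note: 0% = DAX1-transfected cells with DMSO and 100% = empty-vector control cells with DMSO; inhibition shows as a rise in luminescence from relieved DAX1 repression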
Target sequence (P51843 207-470 limits assumed): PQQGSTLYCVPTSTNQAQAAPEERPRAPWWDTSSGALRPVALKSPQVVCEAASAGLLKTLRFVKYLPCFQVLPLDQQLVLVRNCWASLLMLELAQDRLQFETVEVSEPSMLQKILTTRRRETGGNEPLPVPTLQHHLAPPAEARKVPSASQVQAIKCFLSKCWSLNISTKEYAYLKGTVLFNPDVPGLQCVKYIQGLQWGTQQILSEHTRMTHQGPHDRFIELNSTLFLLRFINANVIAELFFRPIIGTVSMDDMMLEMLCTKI
hcDAF-12 act: activates DAF-12 receptor from parasite H. contortus. HEK293 hcDAF-12 lit1-tk-luc reporter, luminescence; 0% DMSO, 100% Δ7-dafachronic acid. activation, % at 6.8 µM. 1.4% of 370,000 active. AID 652067;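 active = activation above the mean of all tested compounds plus 3 SD, cut at about 5.5% in these data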;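 note: 100% = response to 3 µM Δ7-dafachronic acid high control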
Active calls of the source: *; i = inactive; / = no result given.

SMILES	GAA850 FXN act	DAX1 inh-1	ADAM10 inh	PLCb3 inh	PLCg1 inh	HGIII-sPLA2 inh	hgDAF-12 ag	ssDAF12 agonist	ADAM17 inh	DAX1 inh-2	hcDAF-12 act
COc1ccc(C(=O)/C=C/Nc2ccc(S(=O)(=O)Nc3nc(C)cc(C)n3)cc2)c(OC)c1	1.6	0.4	-8	-100	-69	-40	-0.9	-1.5	-4	0.7	-2.8
Cn1cc(Br)c(C(=O)Nc2sc3c(c2C#N)CCC3)n1	2.3	-0.8	-21	-29	-15	15	1.6	-1.2	-4	/	-0.7
Cc1c2c(c(C)n1C)C(C(=O)NC1CCCCC1)N(Cc1ccccc1)C2=O (stereo unspecified)	0.2	0.8	-8	-2	0	-2	-1.0	-1.7	-2	0.8	0.1
Cc1nnc(SCC(=O)N2CC(=O)Nc3ccccc32)s1	-0.1	1.0	-5	-1	0	-1	1.2	-1.5	0	-0.8	0.6
CCc1ccc2c(c1)C(NC(C)=O)C(=O)N2CC (stereo unspecified)	-2.5	0.9	-9	3	-2	-4	-0.2	-1.4	-1	0.7	-0.4
COc1ccc2c(CN3CCOCC3)cc(=O)oc2c1	/	2.6	-43	-7	-7	9	-1.3	0.1	-11	/	0.9
CC(Oc1ccc(Cl)cc1)c1ccnn1S(C)(=O)=O (stereo unspecified)	-0.2	-0.5	5	3	4	10	-0.2	-1.4	5	0.9	-0.8
CCN(c1ccccc1)S(=O)(=O)c1ccc(C(=O)N2CCN(c3ccccc3F)CC2)cc1	0.6	-1.3	-3	-7	2	-3	1.5	-1.1	0	-1.3	0.3
CCC(Nc1ccc(OC)cc1)C(=O)N/N=C/c1ccc([N+](=O)[O-])cc1 (stereo unspecified)	1.4	-0.7	-1	1	0	20*	0.6	-1.6	-6	0.0	-1.5
Nc1c(C(=O)CSc2n[nH]c(-c3ccccc3Br)n2)c(=O)[nH]c(=O)n1C1CC1	-0.9	0.4	-13	-2	0	2	-1.6	-0.4	-6	0.4	0.1
CCn1c2ccccc2c2cc(NC(=O)C(=O)N3CCOCC3)ccc21	5.4	0.8	-153	-52	-38	-2	7.6	-0.8	-53	0.5	-0.8
O=C(NCc1ccccc1)Nc1cc(Cl)ccc1Cl	-1.0	-0.1	-6	-13	-4	10	-2.5	-0.8	-5	0.2	-1.5
COc1ccc(Oc2c(C)oc3c(CN(C)C)c(O)ccc3c2=O)cc1	-1.1	-0.6	i	i	-461	2	1.9	-1.1	-295	0.2	-2.0
O=C(NCC1CCCO1)C1c2ccccc2C(=O)N1C1CCCCCCC1 (stereo unspecified)	1.5	-0.1	-3	-2	-1	0	1.5	-1.4	0	1.0	-1.3
CCS(=O)(=O)n1nc(-c2ccco2)nc1SC	-2.5	0.5	-5	2	0	3	0.3	-1.2	-7	0.5	-2.1
O=C1CSC(=S)N1N=Cc1ccc(OCc2ccccc2)cc1	0.3	0.3	-3	-4	-1	2	2.2	-1.1	7	1.5	1.2
Nc1nc(N)c(N=O)c(Nc2ccc(Cl)c(Cl)c2)n1	/	-0.7	8	-2	3	14	2.9	-0.1	-2	/	4.1
Cc1[nH]nc(Nc2ccc(Br)cc2)c1[N+](=O)[O-]	6.0	1.1	8	-5	2	-1	12*	1.3*	-1	5.6*	3.9
O=C(N/N=C/c1ccco1)c1cc(-c2ccc(Br)s2)[nH]n1	2.5	-0.2	-2	-5	1	1	-0.5	-1.1	-4	1.4	-0.9
C/C(=N\NC(=O)c1cccc(S(=O)(=O)N2CCOCC2)c1)c1cc2ccccc2o1	3.4	0.1	-11	-5	-1	15	-2.5	-0.8	-8	0.4	2.3
CN(C(=O)c1ccc(N2CCOCC2)c([N+](=O)[O-])c1)C1CCCCC1	2.8	-0.1	4	-1	2	-1	1.4	-1.2	-1	-0.3	0.2
CCOC(=O)c1sc(NC(=O)CSCc2c(C)noc2C)nc1C	0.2	1.5	-8	-7	-2	-1	0.5	-1.6	-2	0.4	-1.5
CC(C)COC(=O)N(C)C[C@@H]1OCc2cnnn2CCCC(=O)N([C@@H](C)CO)C[C@@H]1C	-0.6	0.1	-16	1	1	9	0.9	-1.0	-6	2.8	-0.4
CN(Cc1cnn(C)c1)C(=O)C1CCC(=O)N(C2CCCCCC2)C1 (stereo unspecified)	0.1	0.8	5	-2	2	3	-0.2	-1.2	-6	-0.1	0.9
Nc1cc(Cl)ccc1N1CCCC1	2.5	-0.7	-6	4	2	-1	0.1	-1.7	-1	1.3	0.1
COc1ccc(NC(=S)N(CCCOC(C)C)C2CCN(C(C)=O)CC2)cc1Cl	-1.4	-0.4	4	-5	-1	11	-0.3	-1.6	0	0.8	-2.9
Cc1ccc(S(=O)(=O)C(F)(F)F)cc1NC(=O)c1cccnc1	0.0	-0.5	-6	1	2	2	0.3	-0.9	1	1.6	-0.6
Cc1[nH]c2ccccc2c1C(=O)CSc1ccc(Cl)cc1	3.7	0.1	-11	0	-1	1	-3.6	-0.5	-1	-0.4	0.2
CCC(=O)N1CCc2cc(S(=O)(=O)NCCC(=O)Nc3ccc(OC)cc3)ccc21	-1.1	-0.6	7	-5	-1	-5	-1.2	-1.0	-2	0.9	-1.2
Fc1ccc(Cn2c(SCc3ccc(F)c(F)c3)nnc2C(F)(F)F)cc1	5.1	-0.2	8	-2	-5	-5	-1.8	-0.8	3	-0.2	-0.5
CCOc1cc(S(=O)(=O)N2CCCCC2)ccc1Cl	0.4	0.0	6	0	4	-2	0.4	-1.2	7	0.5	-0.7
O=C(CSc1nnc(-c2cccnc2)n1Cc1ccco1)Nc1ccc(Cl)cc1	/	1.5	-6	-1	0	0	0.2	-1.0	5	/	1.4
COc1ccc(-c2csc(N3C(=O)CNC3=S)n2)cc1	5.6	5.5*	9	4	6	3	17*	1.1*	3	-1.8	8.2*
CCN1CCN(c2ccc(NC(=O)c3cccc(N4CCCC4=O)c3)cc2)CC1	1.5	0.5	3	-4	-1	2	2.4	0.4	-3	0.1	-0.8
CNS(=O)(=O)c1cc(Cl)ccc1Sc1ccccc1C(=O)O	1.5	-0.3	-3	-6	3	11	-0.3	-1.2	-4	1.7	0.6
O=C(Cc1cc(=O)[nH]c(=O)[nH]1)N1CCN(C(=O)c2ccco2)CC1	-2.0	0.3	-18	-5	-1	10	-1.1	-1.3	-2	-0.1	-1.9
COc1ccc(C(C)(C)C)cc1S(=O)(=O)N1CCC(C(N)=O)CC1	-1.1	0.1	-14	6	1	-4	-0.3	-1.3	-1	-0.9	-0.1
OC(CNC1CCCCC1)COCCOc1ccc(Br)cc1 (stereo unspecified)	-1.3	0.3	3	6	4	6	1.9	-1.6	2	0.6	-2.7
Cc1cccc(CC(=O)Nc2ccc(C(=O)N3CCOCC3)cc2)c1	2.3	-0.6	0	-9	-1	4	0.4	-0.8	-2	-0.6	0.9
CCOC(=O)C1CCCN(C(=O)c2ccc3c(c2)OCO3)C1 (stereo unspecified)	2.3	0.2	-8	0	0	0	-1.2	-1.5	-5	0.7	-1.3
COc1cccc(OCCNC(=O)c2ccccc2Sc2ccccc2C#N)c1	2.2	-1.0	0	0	2	-7	-2.1	-1.6	2	-0.5	-3.8
CC(=O)C(Cc1cccc(F)c1)(Cc1cccc(F)c1)C(C)=O	0.0	-0.3	9	1	3	2	-1.3	-1.0	6	-1.2	-0.1
CC1CC(C)CN(CCOc2ccccc2-c2ccccc2)C1 (stereo unspecified)	-1.1	0.1	0	2	5	-4	1.7	-1.1	3	-0.7	-0.8
CC(/C=N/N1CCN(Cc2ccccc2)CC1)=C\c1ccccc1	-0.8	-0.2	3	1	6	3	-0.3	-0.8	-1	2.0	-0.1
Cc1cc(C)n(C(=O)CNC(=O)C(c2ccccc2)c2ccccc2)n1	-0.9	0.5	-3	-4	1	7	3.0	-1.1	-4	-1.3	-0.7
C#CCOCCOCCOCCNc1nc(N2CCN(C(=O)[C@H]([C@@H](C)CC)n3cc(CCCN=C(N)N)nn3)CC2)nc(N2CCN(C(=O)[C@H]([C@@H](C)CC)n3cc(CCC(=O)O)nn3)CC2)n1	1.5	-0.2	-2	2	0	-4	-0.5	-0.9	-4	0.4	-1.0
O=C(Cc1ccccc1)NCc1ccncc1	1.0	-0.1	0	-1	1	4	0.4	-1.3	-5	-0.8	1.5
CCOC(=O)C1CC(c2ccccc2)=NNC1=O (stereo unspecified)	2.9	0.2	1	2	0	-44	1.0	-1.5	-1	0.6	-0.9
Cc1cccc(NC(=O)NCc2ccc3c(c2)cc(C)n3C)c1	0.2	0.5	-11	-15	-9	7	2.2	-0.8	5	1.1	-0.1
COc1ccccc1CCCNC(=O)C1CCC(=O)N(CCN2CCOCC2)C1 (stereo unspecified)	0.2	1.3	-13	-4	6	3	1.7	-0.9	-5	0.5	-1.0

The list goes on:
SMILES	GAA850 FXN act	DAX1 inh-1	ADAM10 inh	PLCb3 inh	PLCg1 inh	HGIII-sPLA2 inh	hgDAF-12 ag	ssDAF12 agonist	ADAM17 inh	DAX1 inh-2	hcDAF-12 act
Cc1ccccc1OCC(=O)Nc1ccc2[nH]ncc2c1	-1.4	-0.4	-1	-2	-1	-6	2.4	-0.8	-2	0.8	-2.9
CC(NC(=O)c1ccccc1Cl)c1ccc(-n2ccnc2)cc1 (stereo unspecified)	1.0	-0.8	-5	-6	3	6	-1.7	-0.9	-7	0.2	-1.1
O=C(O)C1CCCCC1C(=O)NCCc1cccc(Cl)c1 (stereo unspecified)	1.0	-0.4	-3	2	-1	2	-0.5	-1.6	-2	1.4	-1.1
O=C(COC(=O)c1ccc(Cl)nc1)NNC(=O)c1ccc(Br)cc1	-0.8	0.7	-4	-6	-1	-9	0.7	-1.3	-4	0.2	1.3
O=C1CCN(C(=O)/C=C/c2ccccc2)c2ccccc21	2.8	0.3	-3	1	0	-4	5.1	-0.7	-1	-0.3	0.3
